Source: PubChem BioAssay (several laboratories)
Ec RNAP inh: inhibitors of Escherichia coli RNA polymerase; inhibition, %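 (tested at 10 µM)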; 62,000 tested, 0.2% active; AID 559; P0A8V2; E. coli RNA polymerase, fluorescence transcription assay; in the data active = inhibition above about 20%;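 also: 0% = enzyme without compound and 100% = no enzyme blank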
Target sequence (P0A8V2 whole entry, looked up): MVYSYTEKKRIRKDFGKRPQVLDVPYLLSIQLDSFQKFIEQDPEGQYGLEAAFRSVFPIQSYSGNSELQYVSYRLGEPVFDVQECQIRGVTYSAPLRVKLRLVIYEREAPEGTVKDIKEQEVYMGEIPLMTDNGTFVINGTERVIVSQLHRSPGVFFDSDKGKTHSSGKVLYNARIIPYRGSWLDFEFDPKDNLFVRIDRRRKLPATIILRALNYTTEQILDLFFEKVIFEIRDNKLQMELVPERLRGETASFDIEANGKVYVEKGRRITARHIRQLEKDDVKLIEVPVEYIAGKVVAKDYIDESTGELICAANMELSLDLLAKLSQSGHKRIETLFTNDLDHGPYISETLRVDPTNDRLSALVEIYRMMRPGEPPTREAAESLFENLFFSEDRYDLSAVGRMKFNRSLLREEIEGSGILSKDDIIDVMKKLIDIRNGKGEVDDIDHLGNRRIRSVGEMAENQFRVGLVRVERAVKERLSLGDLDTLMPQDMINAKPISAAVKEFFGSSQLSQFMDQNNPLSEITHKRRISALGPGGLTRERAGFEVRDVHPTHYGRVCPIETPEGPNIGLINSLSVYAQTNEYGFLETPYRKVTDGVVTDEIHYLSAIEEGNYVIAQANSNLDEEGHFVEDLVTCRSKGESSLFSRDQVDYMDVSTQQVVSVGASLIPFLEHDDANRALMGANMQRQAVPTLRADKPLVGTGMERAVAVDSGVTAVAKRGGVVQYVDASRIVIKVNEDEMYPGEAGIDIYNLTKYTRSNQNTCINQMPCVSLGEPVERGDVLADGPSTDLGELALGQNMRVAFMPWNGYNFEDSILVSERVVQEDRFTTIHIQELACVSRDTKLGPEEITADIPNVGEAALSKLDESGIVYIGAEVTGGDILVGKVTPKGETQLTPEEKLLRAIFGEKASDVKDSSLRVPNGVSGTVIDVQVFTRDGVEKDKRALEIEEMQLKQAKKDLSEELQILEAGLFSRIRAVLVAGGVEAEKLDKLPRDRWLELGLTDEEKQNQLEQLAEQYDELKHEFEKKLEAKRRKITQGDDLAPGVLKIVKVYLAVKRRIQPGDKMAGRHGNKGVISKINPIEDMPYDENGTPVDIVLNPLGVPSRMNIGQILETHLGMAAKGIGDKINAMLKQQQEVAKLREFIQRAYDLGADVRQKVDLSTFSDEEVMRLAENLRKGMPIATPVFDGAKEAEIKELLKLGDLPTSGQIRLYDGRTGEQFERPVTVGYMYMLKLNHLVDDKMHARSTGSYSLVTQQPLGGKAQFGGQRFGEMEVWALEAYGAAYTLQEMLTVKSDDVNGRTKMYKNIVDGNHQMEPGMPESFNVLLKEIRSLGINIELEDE
NADH enzymes: inhibitors of enzymes used to reach an NAD/NADH endpoint | coupled PK/LDH NADH assays, four targets | 65,000 tested, 0.02% active | IC50, µM (titrated, usually from 10 µM), for inactives: at the top dose inhibition | AID 774;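 active = single-dose screening hits from any of four coupled enzyme assays that gave an IC50 when retested across doses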;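 also: the DPM-DC format reads NADH fluorescence rather than 340 nm absorbance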
M1 antag: M1 muscarinic receptor (rat) antagonism | CHO-M1 cells, Fluo-4 calcium, ACh EC80 antagonist mode; hits give low values | B-score at 10 µM | 64,000 tested, 3.4% active | AID 628;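 active = calcium fluorescence response, raw or row-and-column corrected B-score, differing from the plate sample mean either way at a set confidence level, mostly lower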
M1 agonist: M1 muscarinic receptor agonism; B-score at 10 µM; CHO-M1 cells, Fluo-4 calcium fluorescence, agonist mode; hits give high values; 64,000 tested, 3% active;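 active = fluorescence rise, raw or as B-score row- and column-corrected plate score, outside the 99.7% band of its plate's samples, either direction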
D1 mod: D1 dopamine receptor (human) allosteric modulation; P21728; HEK293 D1, CRE-luciferase, dopamine EC30 potentiation; actives deviate in either direction; B-score at 10 µM; 58,000 tested, 5.9% active;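 active = luminescence count or its row- and column-corrected plate score outside the 99.7% band of the plate's sample wells, on either side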
Her2 expr inh: inhibitors of human Her2 kinase expression; P04626; SKBR-3 HER2 protein level, AlphaScreen, 18-24 h; hits give low values; HER2 level % of control, % at 10 µM; 65,000 tested, 0.69% active; AID 645;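 active = HER2 level under 5% of the carrier-only control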;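 also: 100% = DMSO carrier and 0% = 500 nM PU-H71 HSP90 inhibitor; lower value means stronger loss of Her2 protein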
Hsp90 block: displaces geldanamycin probe from tumor Hsp90. P07900. inhibition, % at 30 µM. 64,000 tested, 0.35% active. NCI-N417 lysate Hsp90, Cy3B-geldanamycin FP displacement;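 active = inhibition above 50%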;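 also: 0% = tracer plus lysate wells and 100% = tracer alone without lysate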
Autofluor 339: intrinsic fluorescence of library compounds, ex339/em460 – biochemical, MLSMR library, data from DPM-DC assay, artefact control, profiling panel; compound autofluorescence, ex339/em460 nm, NADH buffer; hits give high values; 1 = no-compound wells, NADH background; fluorescence fold increase at 10 µM; 65,000 tested, 5.5% active; AID 709;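 active = at 10 µM, mean starting fluorescence two-fold or more over control wells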;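 also: signal is the first read of a kinetic run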
5HT1a ag: 5-HT1a (human) receptor agonism | 65,000 tested, 0.56% active | activation, % at 10 µM | CHO 5-HT1a Ga15 NFAT-bla reporter, FRET ratio; 0% basal, 100% maximal reference agonist | P08908;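 active = activation above the screen-wide mean activation plus 3 SD, cut at about 19% in these data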;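 also: 0% = DMSO wells and 100% = 5-CT at EC100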
* marks the source's active call; other numbers are inactive results; · = no result given; [ ] = remark or other dose. Outcome played no part in choosing rows. Share with any hit: about 16%.

SMILES	Ec RNAP inh	NADH enzymes	M1 antag	M1 agonist	D1 mod	Her2 expr inh	Hsp90 block	Autofluor 339	5HT1a ag
COC(=O)CCc1n[nH]c(=O)[nH]c1=O	5	2%	-0.2	0.13	0.053	96	0	1.1	-1.0
CCN(CCCNC(=O)CN(C)S(=O)(=O)c1ccc2c(c1)CCC(=O)N2)c1cccc(C)c1	·	5%	-0.021	0.36	1.6	102	-5	1.1	0.2
O=C(NCCCN1CCN(Cc2ccccc2)CC1)c1nnc(Cc2c(F)cccc2Cl)o1	0	4%	-1.4	0.65	-0.4	108	0	1.1	1.7
CCOC(=O)CSc1nc2c(sc(=S)n2CCc2ccccc2)c(=O)n1Cc1ccco1	4	0%	-0.58	7.2*	-0.31	100	-1	1.1	-2.8
CCOc1ccc(NC(=O)CN(c2cc(C)cc(C)c2)S(=O)(=O)c2c(C)noc2C)cc1	8	5%	0.38	0.23	-0.36	98	0	1	3.2
Cc1csc(NC(=O)CSc2nnc(-c3ccoc3C)o2)n1	8	2%	-0.39	-0.4	0.14	107	2	1.2	0.3
COc1ccc(NC(=O)c2cnc3sccn3c2=O)cc1OC	11	5%	-1.3	0.23	0.46	88	-3	1	-1.1
Cc1nnc2n(Cc3ccccc3)c(=O)c3c4c(sc3n12)CCCC4	3	3%	-0.68	0.035	6.3*	105	-2	1.1	1.3
CC1(C)NC(=O)N(CCCOc2ccc3c(c2)CCC3)C1=O	1	3%	-0.35	-0.57	-1.1	100	-2	1.1	-1.1
CN(C)C(=O)CSc1nnc(C23CC4CC(CC(C4)C2)C3)o1	13	3%	1.1	0.36	0.12	99	3	1.1	0.8
CSc1ncccc1C(=O)OCc1ccccc1	0	6%	-0.98	0.58	·	71	2	1.1	-1.5
CCOC(=O)CCSCC(=O)Nc1cc(C)on1	-6	5%	-0.28	-0.64	-0.023	97	-6	1.1	-2.6
Cc1cccc(C2CC(c3ccc(F)cc3)Nc3nc(N)nn32)c1 (centres undefined)	4	5%	-0.083	0.35	4.7*	109	1	1.1	-2.8
Cc1cc(S(=O)(=O)Nc2c(C(=O)O)[nH]c3ccccc23)ccc1F	10	4%	-0.74	2.2	0.022	101	-5	1.1	-0.8
Cc1ccc2nc(-c3ccc4c(c3)OCCO4)cc(C(=O)O)c2c1	8	2%	0.4	0.73	-1.9	102	-4	1.2	-3.5
COc1ccc(-c2cc(C(F)(F)F)n3nc(C(=O)N4CCCC4)cc3n2)cc1	-4	8%[fluoresces]	1.8*	-0.72	0.6	103	-5	2.2*	4.3
O=C(NCC1CCCO1)C1CCC(=O)N1CCc1ccccc1 (centres undefined)	1	6%	0.17	-0.9	-0.75	79	0	1.1	-4.5
CC(=O)c1cccc(N2C(=NC(=O)C(C)C)SC3CS(=O)(=O)CC32)c1 (centres undefined)	·	2%	-0.12	-0.035	1.6	94	-3	1.1	-0.6
COc1ccc(N2CCN(c3nc(NCCO)nc(N4CCOCC4)n3)CC2)cc1	·	4%	0	1.4	-0.28	96	-1	1.1	-3.2
CC(c1ccccc1)C1NC(C(=O)O)CS1 (centres undefined)	12	6%	-0.0019	0.061	0.14	109	-5	1.1	-0.3
Cn1ccnc1SCC(=O)Nc1cccc2ccccc12	4	9%	0.18	-0.11	-0.044	87	1	1.1	-0.3
CC1(C)CC(=O)c2sc(NC(=O)CN3C(=O)CCC3=O)nc2C1	6	6%	0.045	0.52	-0.2	95	-1	1.3	-2.4
O=C(Nc1nccs1)c1ccc(S(=O)(=O)c2ccccc2)cc1	2	4%	-0.095	-0.81	1.7	97	-2	1.1	1.8
COc1ccc(-c2nnn(CC(=O)OC3CCCCC3)n2)cc1OC	·	5%	0.16	1.6	3.1	110	3	1.1	-3.1
Cc1ccc(S(=O)(=O)NCCSc2nnc(N)s2)cc1	3	2%	-0.47	1.2	0.96	79	-3	1.1	-1.7
O=C1c2ccccc2C(=O)N1Cc1nn2c(-c3ccc(Cl)cc3)nnc2s1	8	8%	0.61	1.3	0.022	86	4	1.1	-0.8
O=C(Oc1ccc(Cl)cc1)N1CCCCC1	3	0%	-0.6	0.57	0.082	85	·	1.1	-2.1
O=C(O)c1cc(NCc2c(F)cccc2Cl)ccc1N1CCOCC1	3	6%	-0.19	0.016	0.42	87	-7	1.9	-2.3
COc1ccc(CCNS(=O)(=O)c2ccc3oc(C(=O)O)c(C)c3c2)cc1OC	8	2%	1.1	0.95	0.75	113	1	1.1	-2.0
COc1ccc2nc(NC(=O)C3CCCN(S(=O)(=O)c4cccc5nsnc45)C3)sc2c1 (centres undefined)	0	4%	0.64	0.97	-0.25	75	-4	1	4.3

Retrieved one by one from above (3):
SMILES	Ec RNAP inh	NADH enzymes	M1 antag	M1 agonist	D1 mod	Her2 expr inh	Hsp90 block	Autofluor 339	5HT1a ag
CC1(C)CC(=O)c2sc(NC(=O)CN3C(=O)CCC3=O)nc2C1	6	6%	0.045	0.52	-0.2	95	-1	1.3	-2.4
COc1ccc2nc(NC(=O)C3CCCN(S(=O)(=O)c4cccc5nsnc45)C3)sc2c1 (centres undefined)	0	4%	0.64	0.97	-0.25	75	-4	1	4.3
COc1ccc(CCNS(=O)(=O)c2ccc3oc(C(=O)O)c(C)c3c2)cc1OC	8	2%	1.1	0.95	0.75	113	1	1.1	-2.0

Molecules shown so far containing two or more sulfur atoms (six):
SMILES	Ec RNAP inh	NADH enzymes	M1 antag	M1 agonist	D1 mod	Her2 expr inh	Hsp90 block	Autofluor 339	5HT1a ag
CCOC(=O)CSc1nc2c(sc(=S)n2CCc2ccccc2)c(=O)n1Cc1ccco1	4	0%	-0.58	7.2*	-0.31	100	-1	1.1	-2.8
Cc1csc(NC(=O)CSc2nnc(-c3ccoc3C)o2)n1	8	2%	-0.39	-0.4	0.14	107	2	1.2	0.3
CC(=O)c1cccc(N2C(=NC(=O)C(C)C)SC3CS(=O)(=O)CC32)c1 (centres undefined)	·	2%	-0.12	-0.035	1.6	94	-3	1.1	-0.6
O=C(Nc1nccs1)c1ccc(S(=O)(=O)c2ccccc2)cc1	2	4%	-0.095	-0.81	1.7	97	-2	1.1	1.8
Cc1ccc(S(=O)(=O)NCCSc2nnc(N)s2)cc1	3	2%	-0.47	1.2	0.96	79	-3	1.1	-1.7
COc1ccc2nc(NC(=O)C3CCCN(S(=O)(=O)c4cccc5nsnc45)C3)sc2c1 (centres undefined)	0	4%	0.64	0.97	-0.25	75	-4	1	4.3

The listing continues:
SMILES	Ec RNAP inh	NADH enzymes	M1 antag	M1 agonist	D1 mod	Her2 expr inh	Hsp90 block	Autofluor 339	5HT1a ag
CCOC(=O)Cc1nnc2c(Nc3ccc(C)cc3)nc3nonc3n12	3	3%	-0.46	0.47	-0.18	90	-1	1	-4.2
COCCNS(=O)(=O)c1ccc(C2CNC(=O)C2)cc1 (centres undefined)	5	1%	0.21	1.8	-0.094	98	-2	1.1	0.9
CCCN1Cc2cccc(C(=O)Nc3ccc(OC)c(OC)c3)c2C1=O	8	4%	-0.5	-0.81	3.8*	130	3	1	-2.2
COc1cc2c(cc1NC(=O)COC(=O)C1CC(=O)N(Cc3ccco3)C1)oc1ccccc12 (centres undefined)	18	5%	0.079	-0.8	-0.058	108	-2	1.7	-2.9
Cc1cc(NC(=O)CN2CCCC2c2nc3ccccc3s2)no1 (centres undefined)	4	5%	0.038	-0.61	0.81	98	0	1.1	1.2
Cc1cc(C(=O)CSc2nnc(-c3ccccc3)n2Cc2ccc3c(c2)OCO3)c(C)n1C	9	5%	0.19	-0.085	-0.018	87	-1	1.1	-0.8
c1ccc(C2=Nn3c(nnc3-c3ccncc3)SC2)cc1	9	9%	0.96	0.77	2.9*	59	4	1.1	-0.6
CC(C)Oc1ccccc1-c1nc(SCC(=O)O)n[nH]1	3	4%	0.09	-1.8	0.019	80	0	1.1	-0.2
CCOc1cc(C)nc(Oc2ccc(=O)[nH]n2)n1	2	3%	0.9	0.3	-0.37	117	-2	1.1	0.9
Cc1cc(C(=O)Nc2cc(C)n(Cc3ccc(Cl)cc3)n2)no1	2	2%	0.083	0.042	1.8	75	0	1.1	-3.8
CCCS(=O)(=O)N1CCCC(C(=O)NCCCN2CCN(c3ccc(F)cc3)CC2)C1 (centres undefined)	-4	3%	-0.47	-0.55	0.058	213	0	1.1	-0.1
COc1ccc(NS(=O)(=O)c2cc(C)ccc2OC)cc1OC	·	3%	0.25	-0.98	0.08	104	1	1.1	-2.3
Cc1[nH]nc2ncc(C(=O)c3ccccc3O)cc12	5	7%	0.12	-1.1	·	178	·	1.2	-0.3
COc1ccc(N2CCN(c3nc4c(c(=O)[nH]c(=O)n4C)n3Cc3ccccc3Cl)CC2)cc1	-1	0%	-0.032	-0.36	1.1	84	-1	1.1	-2.8
CCOC(=O)c1ccc(N2CSC3=C(C#N)C(c4cccs4)CC(=O)N3C2)cc1 (centres undefined)	3	2%	0.79	-0.062	-0.0032	169	-5	1	0.0
Cn1c(Cn2c(=O)sc3ccccc32)nnc1SCC(=O)Nc1ccccc1	9	1%	-0.28	-0.88	·	101	0	1.1	-3.1
COc1ccccc1-n1c(N)c(C(=O)NCC2CCCO2)c2nc3ccccc3nc21 (centres undefined)	-30	11%[fluoresces]	-0.39	-0.26	·	52	-13	2.4*	11
O=C(CCC1CCCCC1)Nc1c[nH]c(=O)[nH]c1=O	·	6%	1.1	0.043	-1.3	117	-6	1.1	-2.4
O=C(c1cccs1)N1CCN=C1SCc1ccccc1	3	4%	0.15	0.099	-0.15	78	3	1	-0.1
CCCNC(=O)C1CC(=O)N(c2ccc(OCC(=O)Nc3cccc(C)c3C)cc2)C1 (centres undefined)	-5	2%	-0.012	-0.17	-1.1	76	1	1.1	0.0
COc1cccc(C2(O)CCN(C(=O)C3CCC3)CC2)c1	3	1%	-0.23	-0.32	-0.28	89	2	1.1	-2.9
N#Cc1cnc(Nc2nc3ccccc3o2)nc1-c1ccccc1	3	9%	-0.51	0.54	·	73	0	1.4	2.1
CCOc1ccc(NC(=O)CN(C)c2nnnn2-c2ccccc2)cc1OCC	5	4%	1.1	-1.1	·	150	·	1.1	-2.4
CC(OC(=O)CCCN1C(=O)c2ccccc2C1=O)C(=O)Nc1ncc(Cl)cc1Cl (centres undefined)	7	4%	-0.068	-0.3	0.082	98	-1	1.2	-4.1
CCN1C(=O)C(CC(=O)NC2CCCCC2)N(CC)C1=O (centres undefined)	6	6%	0.73	0.61	-2	77	-5	1.1	-2.1
CCCCn1nnc(NC(=O)COc2cc(C)ccc2C(C)C)n1	8	2%	-0.47	0.51	-0.38	99	0	1.1	-2.3
c1ccc(CN2CCN(c3ncnc4c3[nH]c3ccccc34)CC2)cc1	10	3%	-2.7*	3.9*	-4.9*	71	-5	1.4	1.2
CC(C)C1NC2(C(=O)c3ccccc3C2=O)C2C(=O)N(c3ccc(F)cc3)C(=O)C12 (centres undefined)	4	4%	0.41	-0.35	-0.44	77	·	1.1	-0.7
Cn1c(=O)oc2cc(S(=O)(=O)NCCC(=O)N3CC=C(c4ccccc4)CC3)ccc21	4	2%	-0.49	-0.44	·	89	-3	1.2	-2.8
COC(=O)c1ccccc1NC(=O)c1cnn2c(C(F)F)cc(C3CC3)nc12	10	4%	-0.056	-0.43	0.4	110	-1	1.2	-0.2
COc1ccc(-c2nnc(-c3ccc(N(C)C)cc3)o2)cc1	18	1%[fluoresces]	0.27	-0.59	0.019	116	2	2.1*	0.2
CCOC(=O)c1ccc(N=Cc2nc(-c3ccccc3)oc2OC(C)=O)cc1	16	2%	-0.29	-0.12	-0.12	81	-2	0.97	-2.7
COc1ccc2cc(CN(Cc3cccnc3)S(=O)(=O)c3ccccc3)c(=O)[nH]c2c1	-2	11%	-2.4*	0.94	-0.013	110	-6	2*	2.6
